CIT2-GFP yeast – modulators of CIT2-GFP expression in yeast, primary screen, S. cerevisiae, GFP fusion, multiplex flow cytometry, MLPCN library | S. cerevisiae CIT2-GFP strain, 3 h; 100 means same as DMSO wells | GFP response vs DMSO, % at 10 µM | 320,000 compounds, 0.065% hits | AID 2029, 2009;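 active = GFP response relative to DMSO above a set limit, near the screen mean plus 3 SD, cut at about 150% in these data; inconclusive = Fewer than 70 cells measured for a yeast strain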;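 also: ratio of well median GFP fluorescence to mean of DMSO wells on the plate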
LAP4 TOR yeast – modulators of LAP4-GFP expression in yeast, primary screen, S. cerevisiae, multiplex flow cytometry, MLPCN library | 320,000 compounds, 0.34% hits | AID 2023, 2009 | 3 h; median GFP as percent of DMSO wells | GFP response vs DMSO, % at 10 µM;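 active = GFP response vs DMSO above a set limit, about the screen mean plus 3 SD, cut at about 150% in these data; inconclusive = under 70 cell events counted for the yeast strain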
GRK2 inh – compounds blocking aptamer binding on GRK2 – biochemical, human GRK2, bead flow cytometry, HTS, primary screen; 330,000 compounds, 0.59% hits; Beta-adrenergic receptor kinase 1 (Homo sapiens), P25098; inhibition of aptamer binding, % at 10 µM; FAM-aptamer displacement from GRK2;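 active = inhibition of aptamer binding above 40%, roughly 3 SD of noise, on plates passing a quality check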;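 also: median bead fluorescence of bound FAM aptamer so fluorescent compounds give negative values; no value below 0 was filed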
AGP1 TOR yeast – modulators of AGP1-GFP expression in yeast TOR pathway, primary screen, cell-based, multiplex flow cytometry, S. cerevisiae, MLPCN library. 320,000 compounds, 0.02% hits. GFP response vs DMSO, % at 10 µM. AID 2066, 2009. 3 h; GFP as percent of DMSO wells;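 active = GFP response relative to DMSO above a set limit, near screen average plus 3 SD, cut at about 150% in these data; inconclusive = fewer than 70 cells counted for the yeast strain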;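 also: median GFP channel fluorescence of the gated AGP1 strain per well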
VLA-4 inh – inhibition in human VLA-4 binding assay, primary screen, VLA-4 allosteric modulator project, MLPCN library, flow cytometry, VLA-4 expressing cells | inhibition, % (about 7 µM as worked out from the volumes in the protocol) | AID 2557, 2010 | ligand binding flow cytometry | Integrin alpha-4 (Homo sapiens), P13612 | 330,000 compounds, 0.2% hits; in the data active = inhibition above about 50%
Target sequence (P13612 whole entry, looked up): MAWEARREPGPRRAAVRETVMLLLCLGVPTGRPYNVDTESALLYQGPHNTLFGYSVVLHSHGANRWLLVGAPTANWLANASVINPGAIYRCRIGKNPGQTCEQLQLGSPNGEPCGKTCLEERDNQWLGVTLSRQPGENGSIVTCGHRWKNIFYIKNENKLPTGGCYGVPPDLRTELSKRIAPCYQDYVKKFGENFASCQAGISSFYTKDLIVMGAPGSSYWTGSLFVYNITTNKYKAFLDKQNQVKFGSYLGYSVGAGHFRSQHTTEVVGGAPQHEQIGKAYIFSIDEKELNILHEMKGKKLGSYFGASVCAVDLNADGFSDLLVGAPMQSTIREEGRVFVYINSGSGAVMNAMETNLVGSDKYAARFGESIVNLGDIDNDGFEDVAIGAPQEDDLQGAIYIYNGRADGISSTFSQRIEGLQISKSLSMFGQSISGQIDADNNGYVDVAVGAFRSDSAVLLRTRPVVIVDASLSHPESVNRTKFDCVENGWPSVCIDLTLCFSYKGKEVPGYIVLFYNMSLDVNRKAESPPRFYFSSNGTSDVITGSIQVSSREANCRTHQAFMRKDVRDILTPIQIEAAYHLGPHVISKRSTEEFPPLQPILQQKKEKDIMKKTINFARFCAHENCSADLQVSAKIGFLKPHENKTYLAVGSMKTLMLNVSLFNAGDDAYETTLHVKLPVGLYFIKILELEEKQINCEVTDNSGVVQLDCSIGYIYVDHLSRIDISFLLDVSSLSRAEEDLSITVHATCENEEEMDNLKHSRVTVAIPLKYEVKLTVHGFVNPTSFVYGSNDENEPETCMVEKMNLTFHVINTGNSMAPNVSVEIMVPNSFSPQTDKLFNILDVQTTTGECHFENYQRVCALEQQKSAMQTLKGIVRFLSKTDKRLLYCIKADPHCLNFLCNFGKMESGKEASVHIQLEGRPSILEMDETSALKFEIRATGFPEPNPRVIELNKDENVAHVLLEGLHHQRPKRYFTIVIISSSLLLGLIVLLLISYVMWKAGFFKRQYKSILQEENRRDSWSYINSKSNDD
MEP2 TOR yeast – modulators of MEP2-GFP levels in yeast, primary screen, S. cerevisiae, multiplex flow cytometry, MLPCN library | 330,000 compounds, 0.51% hits | AID 2016, 2009 | GFP response vs DMSO, % at 10 µM | S. cerevisiae MEP2-GFP strain, 3 h; 100% = DMSO control level;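 active = GFP response versus DMSO above a set limit, roughly screen mean plus 3 SD, cut at about 180% in these data; inconclusive = fewer than 70 cells counted for a yeast strain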;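 also: median GFP fluorescence of the barcode-gated MEP2-GFP cells per well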
Yeast superoxide – reduction of superoxide in aged yeast, primary screen, HTS; S. cerevisiae aged cells, superoxide DHE fluorescence; active compounds read low; superoxide response (% of plate mean), % at 10 µM; 330,000 compounds, 0.18% hits; AID 2690, 2010;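 active = superoxide response under a set limit, about three screen SD below normal, cut at about 65% in these data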;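 also: yeast aged for seven days with compound at 30 °C before DHE staining; 100% = average MFI of all compound-treated wells on the plate with controls excluded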
RPL19A TOR yeast – RPL19A-GFP expression modulators in yeast, primary screen, cell-based, S. cerevisiae, multiplex flow cytometry, MLPCN | S. cerevisiae RPL19A-GFP strain, 3 h; active compounds read low | percent response vs DMSO, % at 10 µM | 330,000 compounds, 0.3% hits | AID 2025, 2009;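 active = percent response vs DMSO below 50%; inconclusive = fewer than 70 events counted for the yeast strain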;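 also: median channel GFP fluorescence of the barcoded RPL19A-GFP strain; ratio of sample median GFP to plate DMSO average so 100% = DMSO; lower means less RPL19A-GFP as with rapamycin TOR inhibition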
Numbers without * were called inactive; i = inactive; u = inconclusive; x = no result given.

Each structure is followed by: CIT2-GFP yeast, LAP4 TOR yeast, GRK2 inh, AGP1 TOR yeast, VLA-4 inh, MEP2 TOR yeast, Yeast superoxide, RPL19A TOR yeast
- CC(NC(=O)CNC(=S)N(Cc1cccs1)C1CCCC1)c1ccccc1 (stereo not drawn)
 : 108, 106, 0, 101, 5, 109, 99, 112
- CSCCC(NC(=O)c1ccco1)C(=O)NCC(c1ccccc1)N(C)C (stereo not drawn)
 : 98, 96, 10, 100, 8, 94, 88, 98
- Cc1cc(F)ccc1S(=O)(=O)N1CCCOC1CNC(=O)C(=O)NCc1ccncc1 (stereo not drawn)
 : 88, 79, 5, 87, 3, 84, 103, 96
- CSc1nc(/C=C2\C=Nc3ccccc32)c(O)n1C
 : 106, 113, 1, 102, 20, 102, 92, 97
- O=C(O)CCS(=O)(=O)Cc1ccccc1F
 : 113, 110, 1, 112, 7, 106, 108, 107
- CC(C)=CC(=O)N1CCCc2ccccc21
 : 96, 105, 1, 97, 7, 107, 83, 98
- Cc1cccc(-n2c(Cc3cc(=O)[nH]c(=O)[nH]3)nnc2SCC(=O)NCC2CCCO2)c1 (stereo not drawn)
 : 98, 100, 5, 101, -8, 105, 110, 100
- Cc1ccc2nc(SCC(=O)NCC3CCCO3)c(C#N)cc2c1 (stereo not drawn)
 : 95, 106, 2, 98, 0, 100, 102, 97
- Cn1c2c(c3ccccc31)CC/C2=N\O
 : 95, 101, 0, 87, 8, 95, 95, 93
- CCS(=O)(=O)Nc1cccc(-c2nc3cccnc3s2)c1
 : 101, 114, 0, 103, -1, 101, 114, 95

Some of the entries so far, with bars between the fields.
smiles | CIT2-GFP yeast | LAP4 TOR yeast | GRK2 inh | AGP1 TOR yeast | VLA-4 inh | MEP2 TOR yeast | Yeast superoxide | RPL19A TOR yeast
CSCCC(NC(=O)c1ccco1)C(=O)NCC(c1ccccc1)N(C)C (stereo not drawn) | 98 | 96 | 10 | 100 | 8 | 94 | 88 | 98
Cc1cc(F)ccc1S(=O)(=O)N1CCCOC1CNC(=O)C(=O)NCc1ccncc1 (stereo not drawn) | 88 | 79 | 5 | 87 | 3 | 84 | 103 | 96

Later entries.
Each structure is followed by: CIT2-GFP yeast, LAP4 TOR yeast, GRK2 inh, AGP1 TOR yeast, VLA-4 inh, MEP2 TOR yeast, Yeast superoxide, RPL19A TOR yeast
- CCOC(=O)c1cnc2c(c(C)nn2C)c1Oc1cc(Cl)cc(Cl)c1
 : 106, 123, 1, 108, -7, 94, 119, 99
- CCN(CC)c1ccc(C2=NNC(=O)CC2C)cc1[N+](=O)[O-] (stereo not drawn)
 : 88, 106, 0, 98, -1, 104, 160, 105
- CCc1c(C)sc(NC(=O)c2cc(-c3cc(OC)ccc3OC)on2)c1C#N
 : 123, 117, 3, 113, 0, 120, 134, 92
- O=C(CCc1ccccc1)NC(=S)Nc1ccccc1Br
 : 75, 101, 0, 76, -4, 77, 107, 89
- Cc1ccc(OCC(=O)Oc2ccc(C(C)C)cc2)cc1
 : 97, 107, 2, 104, 18, 100, 94, 105
- FC(F)(F)c1ccc(/C=N/n2c(C3CCCCC3)n[nH]c2=S)cc1
 : 98, 96, 1, 95, 4, 110, 104, 104
- O=C(CSc1nnc(C2CC2)n1Cc1ccccc1)N1CCNC1=O
 : 97, 99, 2, 95, 6, 109, 117, 95
- Cc1ccc(NC2=NC(c3ccc(F)cc3)n3c(nc(C)cc3=O)N2)cc1 (stereo not drawn)
 : 106, 128, 0, 130, -2, 103, 94, 99
- O=C(Nc1cccnc1)c1ccc(COc2ccccc2Br)cc1
 : 87, 113, 1, 83, 13, 99, 95, 98
- COC(=O)c1ccc(C)c(NC(=O)Cn2cnc3ccccc3c2=O)c1
 : 104, 92, 2, 98, -10, 100, 90, 97

(more compounds)
Each structure is followed by: CIT2-GFP yeast, LAP4 TOR yeast, GRK2 inh, AGP1 TOR yeast, VLA-4 inh, MEP2 TOR yeast, Yeast superoxide, RPL19A TOR yeast
- Cc1ccc(CN(CC(=O)N/N=C/c2ccccc2[N+](=O)[O-])S(=O)(=O)c2ccc(C)cc2)cc1
 : 92, 110, 0, 96, 6, 94, 101, 95
- COc1ccccc1OCC(=O)NN=C(Cc1ccccc1)Cc1ccccc1
 : 98, 102, 0, 100, -62, 106, 84, 98
- COCCNc1nnc(SCC(=O)N(C)c2c(N)n(Cc3ccccc3)c(=O)[nH]c2=O)s1
 : 103, 103, 0, 107, -8, 104, 102, 100
- CCOC(=O)C1C(c2ccc(O)c(OCC)c2)NC(=S)NC1(O)C(F)(F)F (stereo not drawn)
 : 114, 89, 1, 103, 4, 107, 97, 103
- COc1cc(/C=N/N2CCN(c3ccc(Cl)cc3)CC2)cc(OC)c1OC(C)=O
 : 105, 96, 2, 101, 1, 109, 87, 113
- O=c1[nH]c(/C=C/c2ccccn2)nc2ccccc12
 : 93, 102, 1, 88, 2, 110, 130, 94
- Cc1cc(C)n(-c2cc(N3CCN(S(=O)(=O)c4ccc5ccccc5c4)CC3)ccc2[N+](=O)[O-])n1
 : 103, 96, 4, 105, 3, 101, 102, 100
- CCOc1ccc(OCCCC(=O)N(C)CC(=O)Nc2ccc(N3CCOCC3)cc2)cc1
 : 97, 104, 0, 103, 1, 103, 95, 102
- COCCOC(=O)c1[nH]c2c(c1C)C(=O)CC(c1ccco1)C2 (stereo not drawn)
 : 103, 103, 7, 97, 15, 106, 93, 99
- CNc1[nH]ncc1[N+](=O)[O-]
 : x, 89, 0, 91, 5, 95, 106, 87

New compounds follow.
Each structure is followed by: CIT2-GFP yeast, LAP4 TOR yeast, GRK2 inh, AGP1 TOR yeast, VLA-4 inh, MEP2 TOR yeast, Yeast superoxide, RPL19A TOR yeast
- CCCc1cc(=O)oc2cc(OCC(=O)NCCc3c[nH]c4ccccc34)ccc12
 : 99, 105, 0, 105, -11, 107, 112, 103
- CC(=O)NC1C(Oc2ccccc2C)OC(CO)C(O)C1O (stereo not drawn)
 : 93, 105, 1, 98, 3, 96, 92, 95
- COC(=O)c1ccc(CSc2ncnc3c2nnn3-c2ccc(F)cc2)o1
 : 114, 108, 2, x, -3, 106, 105, 103
- O=C(CN1C(=O)/C(=C/c2ccccc2)SC1=S)Nc1cccnc1
 : 93, 105, 3, 96, 8, 101, 89, 100
- COc1ccc(-n2c(COc3ccccc3)nnc2SCC(N)=O)cc1
 : 92, x, 0, 105, 11, 100, 102, 99
- O=C(Cc1ccccc1)N/N=C/c1ccc(Cl)cc1Cl
 : 99, 92, 3, 96, 0, 94, 109, x
- Cc1c(N/C(=N/S(=O)(=O)c2ccc(F)cc2)c2ccccc2)c(=O)n(-c2ccccc2)n1C
 : 99, 96, 0, 101, 12, 102, 87, 106
- c1ccn2c(SCc3cn4ccsc4n3)nnc2c1
 : 94, 97, 2, 99, 3, 97, 95, 98
- CC1CCCN(C(=O)Cc2cccc3ccccc23)C1 (stereo not drawn)
 : 111, 92, 8, 106, 3, 104, 103, 108
- COc1ccccc1NC(=O)COC(=O)COc1cccc2c1OC(C)(C)C2
 : 100, 96, 0, 105, -2, 102, 102, 98

Later entries
Each structure is followed by: CIT2-GFP yeast, LAP4 TOR yeast, GRK2 inh, AGP1 TOR yeast, VLA-4 inh, MEP2 TOR yeast, Yeast superoxide, RPL19A TOR yeast
- CCOC(=O)c1cnn(-c2ccccc2)c1-n1cccc1C(=O)C(=O)N(CC)CC
 : 99, 103, 1, 102, 0, 95, 99, 102
- Cc1sc2ncn(CC(=O)N3CCN(c4ccc(F)cc4)CC3)c(=O)c2c1S(=O)(=O)N1CCOCC1
 : 100, 102, 0, 101, -3, 106, 104, 104
- COc1cccc(/C(O)=C2/C(=O)C(=O)N(Cc3cccnc3)C2c2ccco2)c1 (stereo not drawn)
 : 100, 96, 8, 100, 2, 101, 100, 96
- CCC1(C)COC(C)(CC(=O)NNC(=O)Nc2ccccc2)OC1 (stereo not drawn)
 : 93, 101, 2, 104, 11, 98, 95, 97
- O=C(CSc1nccc(=O)[nH]1)Nc1ccc2c(c1)OCCO2
 : 98, 99, 0, 96, 9, 92, 93, 98
- COc1ccc(NC(=O)Cn2c(=O)n(-c3ccc(OC)cc3OC)c(=O)c3c(C)c(C)sc32)cc1
 : 94, 96, 0, 99, 8, 105, 99, 103
- COC(=O)c1cccc(NS(=O)(=O)c2cccs2)c1C
 : 108, 101, 0, 110, 6, 108, 117, 109
- O=C(/C=C/c1ccc(Cl)cc1)N1CCN(c2ccccc2[N+](=O)[O-])CC1
 : 84, 104, 0, 88, 6, 95, 98, 94
- c1ccc(C[C@H]2CN=C(Nc3ccccc3)N2CC2CCC2)cc1
 : 94, 97, 0, 98, 8, 98, 104, 96
- Cc1ncsc1C(=O)N1N=C2/C(=C/c3ccc(N4CCOCC4)cc3)CCCC2C1c1ccc(N2CCOCC2)cc1 (stereo not drawn)
 : 104, 91, 3, 94, -7, 92, 92, 92

Following part
Each structure is followed by: CIT2-GFP yeast, LAP4 TOR yeast, GRK2 inh, AGP1 TOR yeast, VLA-4 inh, MEP2 TOR yeast, Yeast superoxide, RPL19A TOR yeast
- c1cncc(CNc2cccc(-c3nc4ccccc4[nH]3)c2)c1
 : 97, 89, 0, 90, 16, 105, 85, 96
- N#CCC(=O)N/N=C/c1ccc(SCC(=O)Nc2ccccc2)o1
 : 93, 101, 2, 91, -17, 94, 94, 92
- Cc1cccc(N2CCN(S(=O)(=O)c3ccc4c(c3)NC(=O)C(C)S4)CC2)c1C (stereo not drawn)
 : 97, 93, 1, 93, -12, 91, 99, 94
- Cc1noc(C)c1CSCC(=O)N1CCN(c2ccc([N+](=O)[O-])cc2)CC1
 : 95, 101, 2, 103, -9, 100, 108, 87
- CN(C)S(=O)(=O)N1CCC(C(=O)O)(c2ccccc2)CC1
 : 94, 92, 0, 90, 18, 97, i, 93
- CC(=O)c1c(C)[nH]c(C(=O)CSc2nc3ccccc3c(=O)n2CCCO)c1C
 : 91, 90, 0, 93, 22, 93, 107, 91
- Cn1c(=O)c2c(nc(NCc3ccc4c(c3)OCO4)n2Cc2ccccc2Cl)n(C)c1=O
 : 98, 99, 0, 104, -5, 109, 100, 101
- COc1cc(-c2nc3cnccn3c2Nc2ccc(C)cc2)ccc1O
 : 102, 99, 0, 102, -23, 106, 105, 99
- CC(C)(Oc1cccc2ccccc12)C(=O)O
 : u, u, 0, u, -1, u, 108, u
- Cc1cccc(N/N=C/c2ccccc2O)c1
 : 104, 88, 0, 96, 9, 106, 88, 103

Following part.
Each structure is followed by: CIT2-GFP yeast, LAP4 TOR yeast, GRK2 inh, AGP1 TOR yeast, VLA-4 inh, MEP2 TOR yeast, Yeast superoxide, RPL19A TOR yeast
- O=C(Nc1ccccc1OCc1ccccc1)c1ccccc1Br
 : 92, 85, 0, 94, 1, 93, 115, 102
- CCCC(C)c1nnc(NC(=O)C2CC(=O)N(CCc3ccc(F)cc3)C2)s1 (stereo not drawn)
 : 97, 94, 0, 104, 8, 99, 123, 101
- Cc1ccc(S(=O)(=O)N2CCN(CC(=O)N/N=C\C(Cl)=C\c3ccccc3)CC2)cc1
 : 100, 90, 2, 93, -7, 104, 95, 104
- S=C(Cc1cccnc1)N1CCOCC1
 : 98, 93, 0, 95, 13, 101, 94, 97
- COc1ccnc(Oc2ccc(F)cc2)c1C(=O)N/C=N/OCc1ccc(F)cc1
 : 97, 92, 0, 99, -13, 98, 92, 97
- O=C(/C=C/c1ccccc1[N+](=O)[O-])OC1CCCCC1=O (stereo not drawn)
 : 93, 87, 4, 90, 10, 97, 87, 94

From PubChem
